# D2 agonist – HTS Assay for Allosteric Agonists of the Human D2 Dopamine Receptor: Primary Screen for Agonists; D(2) dopamine receptor (Homo sapiens), P14416; HEK293 T-REx D2 cells, calcium flux agonist mode; activation, % at 2 µM; 340,000 compounds, 0.53% hits;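 active = activation over 3 SD above normal in the single-dose calcium agonist read, cut at about 30% in these data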; note: 0% is about no effect
# Target sequence (P14416 whole entry, looked up): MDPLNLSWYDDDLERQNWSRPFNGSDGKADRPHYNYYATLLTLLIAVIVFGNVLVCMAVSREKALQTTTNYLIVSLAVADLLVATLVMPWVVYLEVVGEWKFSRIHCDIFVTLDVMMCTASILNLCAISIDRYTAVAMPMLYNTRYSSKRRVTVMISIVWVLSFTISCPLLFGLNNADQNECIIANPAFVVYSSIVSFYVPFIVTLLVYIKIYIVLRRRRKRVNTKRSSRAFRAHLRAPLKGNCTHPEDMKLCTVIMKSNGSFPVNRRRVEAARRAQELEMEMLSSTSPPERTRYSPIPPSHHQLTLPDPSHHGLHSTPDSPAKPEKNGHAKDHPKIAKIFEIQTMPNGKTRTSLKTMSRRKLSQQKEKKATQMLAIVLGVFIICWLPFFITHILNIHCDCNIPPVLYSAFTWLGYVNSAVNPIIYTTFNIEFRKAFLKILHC
#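 In this primary screen, compounds producing a positive calcium signal within 180 s of addition to tetracycline-induced, force-coupled HEK293 Trex D2 cells are flagged; cells are dye-loaded with a no-wash calcium kit beforehand.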
# TRHR ag – qHTS for Small Molecule Agonists and Allosteric Enhancers of Human TRH Receptor: Primary Screen for Agonists. Thyrotropin-releasing hormone receptor (Homo sapiens), P34981. TRHR cells, calcium flux fluo-8, FDSS agonist mode. activation, % at 2 µM. 360,000 compounds, 0.18% hits. AID 493084, 2011; note: 0% is about no effect
# Target sequence (P34981 whole entry, looked up): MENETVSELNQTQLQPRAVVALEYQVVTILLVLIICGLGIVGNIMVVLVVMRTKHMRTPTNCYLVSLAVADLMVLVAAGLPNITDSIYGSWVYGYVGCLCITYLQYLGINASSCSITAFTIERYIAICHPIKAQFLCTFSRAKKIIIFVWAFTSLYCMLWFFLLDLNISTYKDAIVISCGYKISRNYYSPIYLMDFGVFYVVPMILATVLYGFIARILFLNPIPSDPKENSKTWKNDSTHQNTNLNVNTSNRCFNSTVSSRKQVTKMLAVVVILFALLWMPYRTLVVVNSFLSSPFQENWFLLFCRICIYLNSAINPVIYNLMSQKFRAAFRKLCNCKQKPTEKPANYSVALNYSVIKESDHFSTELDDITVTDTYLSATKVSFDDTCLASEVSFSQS
#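 Read-out: compound-evoked intracellular calcium rise in TRHR cells, fluo-8 dye, kinetic FDSS fluorescence at 1 s/cycle following a 10-cycle baseline. Cells cultured overnight before dye loading (30 min–1.5 h, RT).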
# D2 antag – HTS Assay for Allosteric Antagonists of the Human D2 Dopamine Receptor: Primary Screen for Antagonists; 340,000 compounds, 2% hits; HEK293 TREx D2 cells, calcium flux, dopamine EC80; inhibition, % at 10 µM; D(2) dopamine receptor (Homo sapiens), P14416; AID 485344, 2010; in the data active = inhibition above about 30%; note: 0% is about no effect
#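 Tetracycline-induced HEK293 TREx cells expressing D2 receptor forced-coupled to calcium signalling, loaded with no-wash calcium dye. Compounds added and calcium flux read 180 s, then dopamine added at EC80 and read a further 180 s.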
# D1 agonist – Allosteric Agonists of the Human D1 Dopamine Receptor: qHTS; HEK293 T-REx D1 cells, calcium flux, agonist mode; activation, % at 2 µM; D(1A) dopamine receptor (Homo sapiens), P21728; AID 504660, 2011; 360,000 compounds, 1% hits; note: 0% is about no effect
#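 Inducible HEK293 T-REx D1 cells, force-coupled to calcium signalling, were plated at 4000 cells/well with tetracycline and held overnight at 30 C. After no-wash calcium dye loading, compound-evoked calcium rise over 180 s flagged agonists.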
# D2 PAM – HTS Assay for Positive Allosteric Modulators of the Human D2 Dopamine Receptor: Primary Screen for Potentiators. HEK293 T-REx D2, calcium flux, EC20 dopamine potentiation. 340,000 compounds, 0.34% hits. potentiation, % at 10 µM. D(2) dopamine receptor (Homo sapiens), P14416;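 active = potentiation over 3 SD above the plate norm, cut at about 30% in these data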; note: 0% is about no effect
#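 Potentiation of an EC20 dopamine calcium response measured kinetically over 180 s, after a preceding 180 s compound-only read flagging agonists. Cells: inducible Hek293 Trex D2 line, 4000/well, cultured overnight at 30 C before dye loading.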
# RXFP1 antag – qHTS Assay for Antagonists of the Relaxin Receptor RXFP1 | Relaxin receptor 1 (Homo sapiens), Q9HBX9 | HEK293-RXFP1, relaxin-stimulated cAMP HTRF, 30 min; hits give low values | activity change, negative = inhibition, % at 57.5 µM | 350,000 compounds, 0.59% hits | AID 1259400, 2018;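 active = activity change of -60% or lower, but not beyond a set lower limit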; note: % is set by controls: 0 for no effect and ±100 for the full control effect
# TRHR enhancer – qHTS for Small Molecule Agonists and Allosteric Enhancers of Human TRH Receptor: Primary Screen for Enhancers | Thyrotropin-releasing hormone receptor (Homo sapiens), P34981 | TRHR cells, fluo-8 calcium fluorescence, EC20 TRH enhancement | enhancement, % at 2 µM | 360,000 compounds, 0.66% hits; in the data active = enhancement above about 30%; note: 0% is about no effect
#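 TRHR-expressing cells loaded with fluo-8 calcium dye were read kinetically (ex 480/em 530) during compound addition, then stimulated with an EC20 of TRH (10 nM final). Enhancement of the Gq-mediated intracellular calcium response was scored.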
# D1 antagonist – Antagonist of Human D 1 Dopamine Receptor: qHTS; 360,000 compounds, 3.2% hits; HEK293 TREx D1 cells, calcium flux, dopamine EC80; hits give low values; D(1A) dopamine receptor (Homo sapiens), P21728; activity change, negative = inhibition, % at 10 µM; AID 504652, 2011; in the data active = activity change below about -30%; note: % is set by controls: 0 for no effect and ±100 for the full control effect
#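 Allosteric or orthosteric antagonism assessed as attenuation of the calcium response to EC80 dopamine, added 180 s after compound, in induced HEK293 Trex D1 cells loaded with no-wash calcium dye.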
# D1 potentiator – Potentiators of Human D1 Dopamine Receptor: qHTS. D(1A) dopamine receptor (Homo sapiens), P21728. 360,000 compounds, 0.036% hits. HEK293 TREx D1 cells, calcium flux, dopamine EC20 potentiation. potentiation, % at 10 µM; in the data active = potentiation above about 30%; note: 0% is about no effect
# * marks the source's active call; other numbers are inactive results; . = no result given; & = joins results of further samples. Cut-off read from the data, not from the text of the source, unless noted: active = activation above about 30%; inactive = the rest. Not a hit list; overall some 7.3% were active at least once.
SMILES,D2 agonist,TRHR ag,D2 antag,D1 agonist,D2 PAM,RXFP1 antag,TRHR enhancer,D1 antagonist,D1 potentiator
O=C(NCc1ccc(F)cc1)C1CCCN(S(=O)(=O)c2cccnc2)C1 (stereo not drawn),0.1,-0.9,-1,5,5,2,14,-21,0
Cc1ccc2oc(=O)n(CCC(=O)Nc3ccc(N4CCOCC4)cc3)c2c1,-0.5,0.2,4,2,6,-24,0,2,13
O=C(NC1CCCCC1)N1CCC(c2nc(-c3ccc(S(=O)(=O)N4CCCC4)cc3)no2)CC1,0.1,0.0,-6,15,-8,-2,-2,6,-5
CCCN1CCN(CCCNC(=O)c2ccc3c(c2)sc2nc(-c4ccc(OCC)cc4)cn23)CC1,.,0.5,.,2,.,-16,0,34,4
O=C(NCCN1CCOCC1)C(=O)c1c[nH]c2ccccc12,3.4,-0.1,-15,2,.,1,2,-52*,1
COc1ccc(N2CCC(CNC(=S)Nc3c(C)cccc3C)C2)cc1 (stereo not drawn),-1.0,0.1,23,1,15,7,5,-10,-5
CCN(CC)c1ccc(CN(C(=O)c2ccco2)C2CCS(=O)(=O)C2)cc1 (stereo not drawn),0.0,0.4,-6,3,12,-1,0,6,4
Cc1cc(C)c(C)c(S(=O)(=O)NCc2ccc(C(=O)N3CCN(C)CC3)cc2)c1C,1.2,-0.3,-8,16,8,-7,-7,-1,-2
CC1(C)Cc2[nH]c(=S)c(C#N)cc2CO1,.,-0.3,.,6,17,-17,2,-8,-1
O=C1c2ccccc2C(=O)c2c([N+](=O)[O-])ccc(O)c21,-1.4,-0.1,-3,1,7,-8,-5,1,-2
Cc1cc(NS(=O)(=O)c2ccc(NC(=O)Cc3cccs3)cc2)no1,0.2,0.1,8,2,9,-1,2,-5,11
C=CCn1c(SCC(=O)Nc2sccc2C(N)=O)nc2sc(CC)cc2c1=O,-1.4,-0.5,24,1,-2,-7,1,-10,-5
COc1cccc(C(=O)NCC2CCCO2)c1 (stereo not drawn),-0.2,-0.6,4,6,10,.,-3,6,1
COc1ccc(CN(C(=O)c2ccco2)c2ccccc2)cc1,-0.9,-0.4,23,8,0,-5,-4,-5,-6
O=C(c1ccc(O)cc1)c1ccc(C(=O)O)c(C(=O)O)c1,0.0,0.4,-9,2,2,23,5,8,1
CCN(CC(=O)N1CCc2ccccc2C1)S(=O)(=O)c1ccc2ccccc2c1,0.7,5.5,-17,16,-4,-23,-7,-12,-4
Cc1ccc(-n2nc(CO)c(C(=O)NCc3cccnc3)n2)cc1,-1.0,-0.6,.,1,.,-25,-2,-9,-1
Cc1ccc(N2C(=O)CC(N(CCc3ccccc3)C(=S)Nc3ccc(N(C)C)cc3)C2=O)cc1 (stereo not drawn),0.0,1.7,-12,6,-4,-11,1,10,-3
CCOC(=O)C1CCCN(S(=O)(=O)c2cc(OCC(=O)NC3CCCCC3)c(C)cc2Cl)C1 (stereo not drawn),-0.6,0.2,0,10,-1,-6,-12,-6,-4
Nc1c(S(=O)(=O)O)cc(NC(=O)c2ccccc2)c2c1C(=O)c1ccccc1C2=O,.,0.3,.,3,.,-2,7,9,-8
O=C(Cc1ccc([N+](=O)[O-])cc1)N1CCc2ccccc2C1,0.5,-0.5,-1,1,-9,0,-1,1,-2
Cc1ccc(S(=O)(=O)N2CCOCC2)cc1C(=O)OC1CCOC1=O (stereo not drawn),0.0,-0.2,41*,4,-10,-5,-8,-11,-3
COc1ccc(NC(=S)Nc2cnc3ccccc3c2)c(OC)c1,-0.5,-0.4,2,-2,-5,0,3,.,-7
CCOc1ccc(N2C(=O)CC(SCC(=O)O)C2=O)cc1 (stereo not drawn),-0.6,2.0,-8,1,5,-4,23,-2,-4
Cc1csc(NC(=O)CSc2nnc(-c3ccoc3C)n2C(C)c2ccccc2)n1 (stereo not drawn),1.2,0.2,-4,0,-14,5,-5,4,0

# Full records from above. Order of screens: D2 agonist	TRHR ag	D2 antag	D1 agonist	D2 PAM	RXFP1 antag	TRHR enhancer	D1 antagonist	D1 potentiator
# Profile of `CCN(CC)c1ccc(CN(C(=O)c2ccco2)C2CCS(=O)(=O)C2)cc1` (stereo not drawn) → 0.0	0.4	-6	3	12	-1	0	6	4
# Profile of `O=C(NC1CCCCC1)N1CCC(c2nc(-c3ccc(S(=O)(=O)N4CCCC4)cc3)no2)CC1` → 0.1	0.0	-6	15	-8	-2	-2	6	-5
# Profile of `C=CCn1c(SCC(=O)Nc2sccc2C(N)=O)nc2sc(CC)cc2c1=O` → -1.4	-0.5	24	1	-2	-7	1	-10	-5
# Profile of `COc1ccc(N2CCC(CNC(=S)Nc3c(C)cccc3C)C2)cc1` (stereo not drawn) → -1.0	0.1	23	1	15	7	5	-10	-5
# Profile of `O=C1c2ccccc2C(=O)c2c([N+](=O)[O-])ccc(O)c21` → -1.4	-0.1	-3	1	7	-8	-5	1	-2

# An excerpt of these results, with two lines to a compound:
# Order of results: D2 agonist	TRHR ag	D2 antag	D1 agonist	D2 PAM	RXFP1 antag	TRHR enhancer	D1 antagonist	D1 potentiator
> COc1cccc(C(=O)NCC2CCCO2)c1 (stereo not drawn)
    -0.2	-0.6	4	6	10	.	-3	6	1
> CCCN1CCN(CCCNC(=O)c2ccc3c(c2)sc2nc(-c4ccc(OCC)cc4)cn23)CC1
    .	0.5	.	2	.	-16	0	34	4

# 3 records drawn at random from the list so far:
SMILES,D2 agonist,TRHR ag,D2 antag,D1 agonist,D2 PAM,RXFP1 antag,TRHR enhancer,D1 antagonist,D1 potentiator
Cc1ccc(-n2nc(CO)c(C(=O)NCc3cccnc3)n2)cc1,-1.0,-0.6,.,1,.,-25,-2,-9,-1
O=C(NC1CCCCC1)N1CCC(c2nc(-c3ccc(S(=O)(=O)N4CCCC4)cc3)no2)CC1,0.1,0.0,-6,15,-8,-2,-2,6,-5
O=C(Cc1ccc([N+](=O)[O-])cc1)N1CCc2ccccc2C1,0.5,-0.5,-1,1,-9,0,-1,1,-2

# (cont.)
SMILES,D2 agonist,TRHR ag,D2 antag,D1 agonist,D2 PAM,RXFP1 antag,TRHR enhancer,D1 antagonist,D1 potentiator
CSc1nc(Cc2ccc(Cl)cc2)nc2ccccc12,-0.1,-0.1,8,2,-2,1,-3,-3,2
CCc1ccc(NC(=O)c2nc(S(=O)(=O)Cc3ccccc3)ncc2Cl)cc1,-0.4,-0.4,-1,4,4,.,15,-64*,-13
Cc1cc(NC(=O)CSc2nnc(-c3ccc(O)cc3)o2)no1,-1.2,-0.1,8,5,-4,2,3,-2,4
Cc1ccc(C(=O)NCCc2ccc(Cl)cc2)cc1-n1c(C)nc2cccnc21,-1.4,-0.2,.,2,-12,-36,0,-17,-3
CCOc1ccc(S(=O)(=O)N2CCC(C(=O)NCc3ccncc3)CC2)cc1Cl,0.7,-0.5,9,0,15,-4,0,-6,-3
CN(CC(=O)Nc1ccc(N2CCOCC2)cc1)CC(=O)Nc1ccccc1C#N,-0.7,0.4,2,3,-5,3,-5,19,-3
CSc1cccc(NC(=O)C2CCN(S(=O)(=O)c3ccc4[nH]c(=O)ccc4c3)CC2)c1,-0.8,0.3,.,0,-9,.,2,5,-5
Cc1ccc(NC(=S)N(Cc2ccccc2)Cc2cccs2)c(C)c1,-0.1,2.7,-9,0,4,-4,0,8,-11
CCOC(=O)CSc1cc(CSc2ccccc2)nc(-c2ccccc2)n1,8.1,1.5,14,12,-1,-13,-3,-2,-9
CS(=O)(=O)N1CCN(c2ccc(C(=O)NC3C4CC5CC(C4)CC3C5)cc2[N+](=O)[O-])CC1 (stereo not drawn),-0.5,0.7,-10,2,-1,-15,7,-9,-14
N/C(=N\OC(=O)CCCc1ccccc1)c1ccccc1,0.9,0.9,12,6,11,-3,7,-2,-4
COc1cccc(OCCNC(=O)c2cccc(OC)c2)c1,-0.1,-0.8,-36,8,2,3,-2,3,-3
CCOC(=O)C1CCCN(C(=O)Cn2ncc3c([nH]c4ccc(C)cc43)c2=O)C1 (stereo not drawn),-0.5&-0.5,0.1&-0.4,-1,2&0,-29&4,-30&0,2&5,4&-8,-2&-4
O=S(=O)(NCCc1ccccc1)c1cccc2nsnc12,0.2,-0.8,17,1,-1,-3,-6,5,0
Cc1nn2c(=O)cc(COC(=O)c3ccc(F)cc3)nc2s1,0.8,0.4,.,0,-8,.,8,13,-4
CCN1C(=O)c2cccc3c(NC(=O)C(C)(C)C)ccc1c23,0.0,0.5,-3,1,-6,0,-2,-12,2
Cc1ccc2nc(SCC(=O)Nc3ccc(C)c(Cl)c3)nc(=O)n2c1,-1.0,0.3,35*,4,11,-8,-4,8,-2
Cc1oc(/C=N/NC(=O)CN(c2ccccc2Cl)S(C)(=O)=O)cc1Br,-0.1,-0.3,-3,0,0,-2,-1,9,-4
CC1CC(C)CN(S(=O)(=O)N2CCC(C(=O)NCc3ccco3)CC2)C1 (stereo not drawn),-0.8,0.4,-11,-2,7,1,3,0,-5
O=C(CCN1C(=O)/C(=C/C=C/c2ccccc2)SC1=S)Nc1nc2ccccc2s1,.,1.0,.,9,.,-17,-2,4,4
Cc1ccc(C(=O)Cn2cnc3ccccc3c2=O)cc1,0.3,0.1,5,-2,15,1,-1,-5,0
CCc1nn2cc(C(=O)c3cc(Cl)ccc3O)cnc2c1-c1ccc(F)cc1,1.3,0.7,16,3,-1,-11,-8,-14,-8
CC(CCc1ccccc1)NC(=O)c1cc2sccc2n1C (stereo not drawn),0.1,0.1,-18,3,11,-12,1,-18,-8
O=C(COC(=O)[C@H](Cc1ccccc1)NC(=O)c1cccs1)Nc1ccccc1C(F)(F)F,-0.1,0.9,4,3,-8,-4,-1,2,-4
COC(=O)c1cn(CC(=O)Nc2ccc(F)cc2)c2ccccc12,0.0,0.8,-9,3,-15,0,-1,8,2
Cc1ccc(S(=O)(=O)NCc2nc(-c3ccccc3)no2)cc1,-0.5,-3.4,-9,4,3,-2,3,-23,-14
